Screening results from PubChem BioAssay.
MCL1 BIM primary: inhibitors of human MCL1 binding to BIM-BH3 peptide; GST-MCL1 / FITC-Bim-BH3 fluorescence polarization; inhibition, % at 10.9 µM; 320,000 compounds, 0.68% hits; AID 2057;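 active means inhibition above the mean inhibition of all tested compounds plus 3 SD, set per campaign, cut at about 40% in these data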;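 further: 0% = DMSO wells and 100% = unlabeled Bim-BH3 peptide control; higher means more loss of mP so more displacement of Bim peptide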
PAD4 FP inh: inhibitors of human PAD4 | 330,000 compounds, 0.41% hits | inhibition, % at 6.36 µM | recombinant PAD4, RCA probe fluorescence polarization;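 active means percent inhibition above a cutoff equal to the mean of all tested compounds plus 3 SD, cut at about 15% in these data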;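 further: 0% = PAD4 with RCA probe and DMSO and 100% = probe without PAD4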
Bcl-xL primary: inhibitors of human Bcl-xL; Q07817; GST-Bcl-xL / FITC-Bim BH3 peptide fluorescence polarization; 320,000 compounds, 0.7% hits; inhibition, % at 10.9 µM;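 active means inhibition above the mean of all tested compounds plus 3 SD, cutoff set per campaign, cut at about 30% in these data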;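 further: 0% = DMSO wells and 100% = unlabeled Bim-BH3 peptide competitor; inhibitors lower millipolarization by displacing the labeled peptide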
Target sequence (Q07817 whole entry, looked up): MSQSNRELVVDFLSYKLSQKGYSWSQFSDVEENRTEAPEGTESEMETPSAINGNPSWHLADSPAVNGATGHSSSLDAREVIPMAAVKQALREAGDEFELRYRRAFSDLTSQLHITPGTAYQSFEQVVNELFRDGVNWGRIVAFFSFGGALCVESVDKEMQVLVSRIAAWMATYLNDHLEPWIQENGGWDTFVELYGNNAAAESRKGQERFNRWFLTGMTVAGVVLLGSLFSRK
GLD-1 RNA inh: GLD-1-TGE RNA interaction inhibition (C. elegans); Q17339; purified GLD-1 + fluorescein TGE RNA, fluorescence polarization; inhibition, % at 5.96 µM; 320,000 compounds, 0.44% hits;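 active means percent inhibition above a per-plate cutoff, the plate mean of test compounds plus 3 SD, cut at about 30% in these data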;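 further: 0% = DMSO wells with GLD-1 and probe and 100% = wells lacking GLD-1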
PME-1 primary: PME-1 (human) inhibition; recombinant PME-1, FP-Rh probe fluorescence polarization; inhibition, % at 5.9 µM; 320,000 compounds, 0.53% hits;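 active means inhibition above the campaign mean of all compounds plus 3 SD, cut at about 26% in these data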;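 further: competitive labeling of PME-1 active site by serine hydrolase directed probe; 0% = PME-1 with DMSO and 100% = wells lacking PME-1 enzyme; inhibitors block probe labeling so polarization falls and inhibition rises; many of its hits are not listed in these tables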
Fam108B inh: blocks mouse Fam108B hydrolase in RBBP9 counter-screen; inhibition, % at 9.51 µM; recombinant Fam108B, FP-Rh probe fluorescence polarization; 300,000 compounds, 0.33% hits;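 active means inhibition above the screen mean inhibition plus 3 SD, computed separately per campaign, cut at about 18% in these data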;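 further: inhibitors lower polarization as less probe binds the enzyme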
GSTO1 inh: blocks human GSTO1 in RBBP9 counter-screen; recombinant GSTO1, activity-based probe fluorescence polarization; inhibition, % at 5.96 µM; 300,000 compounds, 1.1% hits; AID 1974; P78417;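 active means inhibition above the campaign mean inhibition plus 3 SD, cut at about 35% in these data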;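 further: 0% = GSTO1-1 with DMSO and 100% = wells lacking GSTO1-1 enzyme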
Target sequence (P78417 whole entry, looked up): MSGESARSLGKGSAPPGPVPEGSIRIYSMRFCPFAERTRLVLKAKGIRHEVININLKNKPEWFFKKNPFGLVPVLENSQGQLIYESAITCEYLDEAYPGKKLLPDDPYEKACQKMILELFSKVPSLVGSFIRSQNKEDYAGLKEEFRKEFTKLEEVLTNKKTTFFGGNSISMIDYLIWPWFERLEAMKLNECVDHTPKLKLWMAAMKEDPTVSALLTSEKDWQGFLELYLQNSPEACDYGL
MEX-5 binding: C. elegans MEX-5 TCR-2 RNA binding activity | activity score (negative = inhibition of binding), % at 10 µM | AID 1832 | 300,000 compounds, 0.38% hits | MEX-5/FITC-TCR2 RNA binding, fluorescence polarization; hits give low values;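 active means inhibition past about -25% in most replicates, and total fluorescence under double the plate's negative control median, limit read from the data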;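 further: 0% = DMSO and -100% = 5 µM competing unlabeled TCR2 RNA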
Target sequence (Q9XUB2 whole entry, looked up): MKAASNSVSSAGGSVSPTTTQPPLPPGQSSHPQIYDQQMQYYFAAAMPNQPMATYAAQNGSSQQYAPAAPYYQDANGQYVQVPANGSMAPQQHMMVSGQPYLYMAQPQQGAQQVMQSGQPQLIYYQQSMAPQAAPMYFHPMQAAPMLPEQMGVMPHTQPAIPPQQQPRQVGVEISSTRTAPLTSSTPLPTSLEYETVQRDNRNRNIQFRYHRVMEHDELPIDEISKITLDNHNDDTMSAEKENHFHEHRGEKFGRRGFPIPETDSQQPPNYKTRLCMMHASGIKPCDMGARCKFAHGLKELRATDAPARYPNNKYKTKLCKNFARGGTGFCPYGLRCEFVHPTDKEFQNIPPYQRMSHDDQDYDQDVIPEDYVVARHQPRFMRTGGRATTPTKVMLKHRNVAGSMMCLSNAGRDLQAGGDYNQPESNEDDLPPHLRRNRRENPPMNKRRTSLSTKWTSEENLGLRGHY
TPT1 inhibitor: blocks Candida albicans tRNA 2'-phosphotransferase; recombinant caTPT1, FP RNA substrate dephosphorylation; inhibition, % at 5 µM; 300,000 compounds, 0.81% hits;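 active means inhibition above the mean of all tested compounds plus 3 SD, set per screening campaign, cut at about 24% in these data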;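 further: plate controls were DMSO alone for no effect and ferristatin control at 100 nM for full effect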
Active calls of the source: *.

Screening Cc1ccc(S(=O)(=O)Nc2ccc(-c3nnc(SCc4ccccc4Cl)o3)cc2)cc1 returned MCL1 BIM primary 1, PAD4 FP inh -4, Bcl-xL primary -3, GLD-1 RNA inh 7, PME-1 primary -59, Fam108B inh -30, GSTO1 inh -13, MEX-5 binding 0.1 and TPT1 inhibitor 2.
`CC(=O)c1c(C)[nH]c(C(=O)Nc2cccc(S(=O)(=O)N(C)C)c2)c1C` gave MCL1 BIM primary 9, PAD4 FP inh -6, Bcl-xL primary 4, GLD-1 RNA inh 1, PME-1 primary 1, Fam108B inh 5, GSTO1 inh -4, MEX-5 binding 1.3 and TPT1 inhibitor -7.
Cn1cc(CCC(=O)N2CCCC(C(=O)c3ccc(C(C)(C)C)cc3)C2)cn1 (stereo not drawn) was read as MCL1 BIM primary 1, PAD4 FP inh -2, Bcl-xL primary 4, GLD-1 RNA inh 4, PME-1 primary 4, Fam108B inh 4, GSTO1 inh 5, MEX-5 binding 0.8 and TPT1 inhibitor 2.
COc1ccc(S(=O)(=O)N(CCc2ccccc2)CC(=O)O)cc1C was read as MCL1 BIM primary 7, PAD4 FP inh -1, Bcl-xL primary 8, GLD-1 RNA inh 5, PME-1 primary -8, Fam108B inh 1, GSTO1 inh 0, MEX-5 binding -3.1 and TPT1 inhibitor 4.
Screening O=C(O)CCC(=O)CCC(=O)c1ccc(Cl)cc1 returned MCL1 BIM primary 4, PAD4 FP inh 0, Bcl-xL primary 0, GLD-1 RNA inh 1, PME-1 primary -4, Fam108B inh -5, GSTO1 inh 10, MEX-5 binding 1.9 and TPT1 inhibitor -1.
For O=C(Nc1ccccc1-c1nnn(CC(=O)N2CCOCC2)n1)c1ccccc1F the results were MCL1 BIM primary 3, PAD4 FP inh 4, Bcl-xL primary 5, GLD-1 RNA inh 10, PME-1 primary 2, Fam108B inh 4, GSTO1 inh 0, MEX-5 binding -2.3 and TPT1 inhibitor 1.
`COc1ccccc1CNC(=O)CS(=O)(=O)Cc1ccccc1` gave MCL1 BIM primary 0, PAD4 FP inh -3, Bcl-xL primary 3, GLD-1 RNA inh -3, PME-1 primary 3, Fam108B inh 0, GSTO1 inh -8, MEX-5 binding 2.1 and TPT1 inhibitor 1.
`Cc1cc(C)cc(NC(=O)c2cc3c(=O)n4ccccc4nc3s2)c1` gave MCL1 BIM primary -3, PAD4 FP inh -2, Bcl-xL primary 5, GLD-1 RNA inh -5, PME-1 primary 0, Fam108B inh -13, GSTO1 inh -2, MEX-5 binding -1.7 and TPT1 inhibitor 0.
Screening c1ccc2c(c1)ncn2CCN1CCCCC1 returned MCL1 BIM primary 4, PAD4 FP inh 1, Bcl-xL primary 5, GLD-1 RNA inh 2, PME-1 primary 0, Fam108B inh -1, GSTO1 inh -2, MEX-5 binding -0.4 and TPT1 inhibitor -2.
Screening CCOC(=O)CC1C(=O)NCCN1C(=O)c1cccc(OC)c1 (stereo not drawn) returned MCL1 BIM primary 24, PAD4 FP inh 1, Bcl-xL primary 20, GLD-1 RNA inh -6, PME-1 primary -3, Fam108B inh -1, GSTO1 inh -1, MEX-5 binding 2.4 and TPT1 inhibitor -6.
For CC(C)Cn1c(SCC(=O)N2CC(=O)Nc3ccccc32)nc2ccccc21 the results were MCL1 BIM primary -6, PAD4 FP inh 1, Bcl-xL primary 3, GLD-1 RNA inh 0, PME-1 primary -3, Fam108B inh 0, GSTO1 inh -24, MEX-5 binding -0.2 and TPT1 inhibitor -4.
For Cc1ccc(NC(=O)NCCc2ccc(S(N)(=O)=O)cc2)cc1 the results were MCL1 BIM primary 4, PAD4 FP inh 0, Bcl-xL primary 26, GLD-1 RNA inh -3, PME-1 primary 5, Fam108B inh 8, GSTO1 inh 0, MEX-5 binding 5.1 and TPT1 inhibitor -5.
N/C(=N\OC(=O)CSc1ccccc1)c1ccccn1 was read as MCL1 BIM primary -4, PAD4 FP inh -7, Bcl-xL primary 3, GLD-1 RNA inh 1, PME-1 primary 0, Fam108B inh 2, GSTO1 inh -1, MEX-5 binding 1.5 and TPT1 inhibitor 3.
Screening CCCN(CC(=O)Nc1ccccc1OC)C(=O)c1cccc(S(=O)(=O)NCc2ccccc2)c1 returned MCL1 BIM primary -9, PAD4 FP inh -1, Bcl-xL primary 1, GLD-1 RNA inh 5, PME-1 primary 1, Fam108B inh 3, GSTO1 inh -5, MEX-5 binding -2.1 and TPT1 inhibitor -1.
`N#CC1(C#N)C(c2ccccc2)OC23CCCCCC2C1(C#N)C(=N)O3` (stereo not drawn) gave MCL1 BIM primary 48*, PAD4 FP inh 3, Bcl-xL primary 36*, GLD-1 RNA inh 21, PME-1 primary 3, Fam108B inh -2, GSTO1 inh 4, MEX-5 binding -9.1 and TPT1 inhibitor -9.
Screening CC(=O)Nc1cccc(Oc2ccc3c(c2)C(=O)NC3=O)c1 returned MCL1 BIM primary 4, PAD4 FP inh -2, Bcl-xL primary 6, GLD-1 RNA inh 4, PME-1 primary 0, Fam108B inh -3, GSTO1 inh 10, MEX-5 binding 4.2 and TPT1 inhibitor -2.
CN(C)N=Nc1ccc2nc[nH]c2c1 was read as MCL1 BIM primary 3, PAD4 FP inh -5, Bcl-xL primary 10, GLD-1 RNA inh 4, PME-1 primary 3, Fam108B inh 0, GSTO1 inh -1, MEX-5 binding -1.5 and TPT1 inhibitor -1.
`CC1=C(C(=O)N2CCCC(N3CCN(c4cccc(C(F)(F)F)c4)CC3)C2)OCCO1` (stereo not drawn) gave MCL1 BIM primary -4, PAD4 FP inh -1, Bcl-xL primary 1, GLD-1 RNA inh 3, PME-1 primary 0, Fam108B inh -2, GSTO1 inh -1, MEX-5 binding -0.6 and TPT1 inhibitor 1.
CC(=O)N1CCN(C(=S)Nc2ccc(Oc3ccccc3)cc2)CC1 was read as MCL1 BIM primary 10, PAD4 FP inh -1, Bcl-xL primary 4, GLD-1 RNA inh 2, PME-1 primary -5, Fam108B inh 0, GSTO1 inh 3, MEX-5 binding -1.3 and TPT1 inhibitor -1.
`CC(C)(C)c1cc(NC(=O)COC(=O)c2ccc3c(=O)n4c(nc3c2)CCC4)n(-c2ccccc2)n1` gave MCL1 BIM primary 1, PAD4 FP inh 0, Bcl-xL primary 2, GLD-1 RNA inh 4, PME-1 primary 9, Fam108B inh -1, GSTO1 inh 2, MEX-5 binding 1.4 and TPT1 inhibitor -3.
For Cc1nn(CCOc2ccccc2)c(=O)n1-c1ccccc1 the results were MCL1 BIM primary 0, PAD4 FP inh -3, Bcl-xL primary 4, GLD-1 RNA inh 4, PME-1 primary -3, Fam108B inh -4, GSTO1 inh 0, MEX-5 binding 1.2 and TPT1 inhibitor 2.
For O=C(NC1CCCCCC1)c1cc(S(=O)(=O)N2CCOCC2)ccc1N1CCCCC1 the results were MCL1 BIM primary 6, PAD4 FP inh 0, Bcl-xL primary 2, GLD-1 RNA inh 4, PME-1 primary 1, Fam108B inh 1, GSTO1 inh -13, MEX-5 binding 1.3 and TPT1 inhibitor 1.
Screening O=C(CN(c1ccc(F)cc1)S(=O)(=O)c1ccccc1)NCCSC1CCCCC1 returned MCL1 BIM primary 1, PAD4 FP inh 0, Bcl-xL primary 4, GLD-1 RNA inh -4, PME-1 primary -6, Fam108B inh 3, GSTO1 inh 3, MEX-5 binding 0.5 and TPT1 inhibitor 1.
Screening CCOC(=O)N1CCN(Cc2cn[nH]c2-c2cccc3ccccc23)CC1 returned MCL1 BIM primary -3, PAD4 FP inh 3, Bcl-xL primary 0, GLD-1 RNA inh -2, PME-1 primary 5, Fam108B inh -4, GSTO1 inh -6, MEX-5 binding 1.2 and TPT1 inhibitor 1.
Screening COC(=O)c1ccc(COc2cccc3c2CCN(Cc2ccccc2)C3=O)o1 returned MCL1 BIM primary 0, PAD4 FP inh 3, Bcl-xL primary 0, GLD-1 RNA inh 9, PME-1 primary 10, Fam108B inh -2, GSTO1 inh 4, MEX-5 binding 1.9 and TPT1 inhibitor 2.
CC(C)Cn1c(N)c(C(=O)NCc2cccs2)c2nc3ccccc3nc21 was read as MCL1 BIM primary 10, PAD4 FP inh -8, Bcl-xL primary 8, GLD-1 RNA inh 2, PME-1 primary 11, Fam108B inh -8, GSTO1 inh 39*, MEX-5 binding -2.9 and TPT1 inhibitor 0.
CC1CCC(C(C)C)C(OP(=O)(c2ccc(N(C)C)cc2)C(O)c2cccnc2)C1 (stereo not drawn) was read as MCL1 BIM primary 0, PAD4 FP inh -1, Bcl-xL primary 4, GLD-1 RNA inh -28, PME-1 primary 4, Fam108B inh -1, GSTO1 inh 1, MEX-5 binding 0.0 and TPT1 inhibitor -4.
CC1=C/C(=N\OC(=O)/C=C/c2ccccc2)C(C)=CC1=O was read as MCL1 BIM primary 13, PAD4 FP inh -1, Bcl-xL primary 6, GLD-1 RNA inh 9, PME-1 primary -6, Fam108B inh 5, GSTO1 inh 0, MEX-5 binding -2.4 and TPT1 inhibitor -2.
Screening Cc1cc(NS(=O)(=O)c2ccc(OCCNS(C)(=O)=O)cc2)no1 returned MCL1 BIM primary -2, PAD4 FP inh 1, Bcl-xL primary 1, GLD-1 RNA inh 5, PME-1 primary 8, Fam108B inh 1, GSTO1 inh 2, MEX-5 binding 0.4 and TPT1 inhibitor -6.
For COc1ccc2c(c1)[C@H]1[C@H](CO2)[C@H](c2ccccc2)[C@]2(C)C(=O)N(CC3CCCO3)CC(=O)N12 (stereo partly drawn) the results were MCL1 BIM primary 8, PAD4 FP inh -5, Bcl-xL primary 7, GLD-1 RNA inh -4 and PME-1 primary -4.
O=C(NCc1ccco1)c1ccc(N2CCOCC2)c([N+](=O)[O-])c1 was read as MCL1 BIM primary 12, PAD4 FP inh -1, Bcl-xL primary 7, GLD-1 RNA inh 7, PME-1 primary 1, Fam108B inh -4, GSTO1 inh 1, MEX-5 binding 0.2 and TPT1 inhibitor 0.
CCOCN(C(=O)Cn1c(COC)nc2ccccc21)c1c(C)cccc1CC was read as MCL1 BIM primary 4, PAD4 FP inh 3, Bcl-xL primary 0, GLD-1 RNA inh 4, PME-1 primary -3, Fam108B inh 2, GSTO1 inh -2, MEX-5 binding 0.1 and TPT1 inhibitor -3.
O=C(CN(C(=O)c1cc2c(s1)CCC2)C1CCCC1)NCc1cccs1 was read as MCL1 BIM primary 3, PAD4 FP inh 1, Bcl-xL primary 1, GLD-1 RNA inh 7, PME-1 primary 4, Fam108B inh 0, GSTO1 inh 0, MEX-5 binding 1.5 and TPT1 inhibitor 0.
C#CCOCCOCCOCCNc1nc(N2CCN(C(=O)[C@H](CCC(=O)O)n3cc(C(N)CO)nn3)CC2)nc(N2CCN(C(=O)[C@H](CCC(=O)O)n3cc(C(N)[C@H](C)CC)nn3)CC2)n1 (stereo partly drawn) was read as MCL1 BIM primary 4, PAD4 FP inh 5, Bcl-xL primary 6, GLD-1 RNA inh -1, PME-1 primary -3, Fam108B inh 2, GSTO1 inh 5, MEX-5 binding -2.2 and TPT1 inhibitor -4.
CC1CCCCN1C(=O)C1CCN(S(=O)(=O)c2ccc(-n3cnnn3)cc2)CC1 (stereo not drawn) was read as MCL1 BIM primary 4, PAD4 FP inh 2, Bcl-xL primary 1, GLD-1 RNA inh 1, PME-1 primary -2, Fam108B inh 4, GSTO1 inh -4, MEX-5 binding -0.5 and TPT1 inhibitor 0.

Not all compounds are listed; the hit share may differ from the screen's.
